From PubChem BioAssay
B2AR arrestin: agonists driving beta-arrestin recruitment to human beta2-adrenergic receptor | P07550 | beta-arrestin recruitment to beta2AR, cell-based reporter | Potency, µM (series often up to 46.1 µM), without a hit: top-dose activation, actives largely listed as activators | actives 0.02% (n = 330,000) | AID 492947;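 further: potency means the concentration at half of the fitted maximal effect; 0% = DMSO controls and full agonism = EC100 isoproterenol or metaproterenol; nearly all actives have a fitted effect of over 65% in size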
Coupling enz: coupling enzyme interference in Giardia aldolase counter-screen. coupling enzyme system counterscreen, AmpLite Red fluorescence. activity change, negative = inhibition, % at 58.2 µM, hits read low. actives 0.67% (n = 290,000). AID 2472; in the data active means activity change below about -30%; further: on the % scale 0 is the no-effect control and ±100 the full control effect
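Activity here indicates interference with the coupling reaction, not aldolase inhibition. Compounds at 57.5 uM final met coupling enzymes for 10 min at RT; substrate and AmpLite Red detection followed, with a 525/598 nm fluorescence read after 20 min.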
PTAP TSG101 blk: blocks PTAP/TSG101 interaction to inhibit HIV-1 budding; Q99816; Fluorescence polarization, FITC-PTAP peptide / Tsg101 binding; Potency, µM (series often up to 115 µM), without a hit: at the highest dose activity change, negative = inhibition, most hits filed as inhibitors; 340,000 tested, under 10 active; AID 493005; active means well fitted inhibition curve with a large enough effect in the main read-out, with a control signal flat, not every such curve was filed as active; inconclusive means small, poorly fitted or top-dose-only effect, or effect the other way, or a change in a side signal; inactive means no such curve, though single readings can be large or run the other way; further: potency means the concentration at half of the fitted maximal effect; % of control where 0% means no effect
Target sequence (Q99816 whole entry, looked up): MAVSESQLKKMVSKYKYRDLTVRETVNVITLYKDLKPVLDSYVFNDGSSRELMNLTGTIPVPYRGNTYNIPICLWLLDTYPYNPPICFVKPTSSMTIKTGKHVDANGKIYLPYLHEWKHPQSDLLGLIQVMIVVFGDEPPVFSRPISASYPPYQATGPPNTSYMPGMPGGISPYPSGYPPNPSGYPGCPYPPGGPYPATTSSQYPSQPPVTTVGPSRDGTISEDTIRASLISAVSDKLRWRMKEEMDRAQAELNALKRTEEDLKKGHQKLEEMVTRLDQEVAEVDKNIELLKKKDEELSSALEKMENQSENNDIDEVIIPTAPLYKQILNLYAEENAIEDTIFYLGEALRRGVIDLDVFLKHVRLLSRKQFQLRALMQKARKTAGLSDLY
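Tsg101 binding domain (10 uM final) was mixed with compound and a FITC-labeled PTAP peptide (50 nM final) in HEPES pH 7.5 buffer with NaCl, Tween 20, EDTA and TCEP; fluorescence polarization was read after 20 min at r.t.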
GALK inhibitor: blocks human galactokinase activity; Potency, µM (highest dose often 57.5 µM), for the others: top-dose activity change, negative = inhibition, usual class: inhibitors; Purified GALK, Kinase-Glo residual ATP luminescence; P51570; AID 1868; actives 0.007% (n = 270,000); further: potency means the concentration at half of the fitted maximal effect; on the % scale 0 is the no-effect control and ±100 the full control effect
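5 nM enzyme, 35 uM ATP, 100 uM galactose, 20 mM HEPES pH8.0, 5 mM MgCl2; 1 h RT; residual ATP by Kinase-Glo Plus luminescence, qHTS format.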
Giardia kill: kills Giardia lamblia; Giardia lamblia trophozoite viability; activity change, % at 7.66 µM, hits read low; actives 0.15% (n = 340,000); in the data active means activity change below about -80%; inconclusive means between about -30% and that limit;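 further: parasites exposed to compound for two days anaerobically before the ATP read; on the % scale 0 is the no-effect control and ±100 the full control effect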
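Compounds were tested on trophozoites seeded at 100 cells/well and held 48 hrs at 37 deg C anaerobically. An ATP-based luminescent kit measured the remaining live cells.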
ASM inhibitor: inhibitors of human secretory acid sphingomyelinase | Potency, µM (doses to about 57.5 µM), without a hit: top-dose activity change, negative = inhibition, most hits filed as inhibitors | AID 504937 | P17405 | placental ASM, HMU-PC fluorogenic substrate, 60 min | actives 0.006% (n = 340,000); further: potency means the concentration at half of the fitted maximal effect
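Steps: dispense placental human ASM, pin compound, wait 10 min at room temperature, add HMU-PC0 substrate at 9 uM final, incubate 60 min at 37 °C, add stop solution raising pH to 10, read fluorescence.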
Menin-MLL TR inh: menin-MLL binding inhibition, Texas Red mutant peptide. O00255. Menin + Texas Red MLL mutant peptide, fluorescence polarization. Potency, µM (top dose mostly 61.6 µM), inactives show at the top dose FP activity change, negative = inhibition, most hits filed as inhibitors. actives 0.23% (n = 270,000). AID 1768; active means well fitted inhibition curve with a large enough effect in the polarisation, with a control signal flat, not every such curve was filed as active; inconclusive means small, poorly fitted or top-dose-only effect, or effect the other way, or a change in a side signal; inactive means no such curve, though single readings can be large or run the other way; the % refers to the polarisation; further: potency means the concentration at half of the fitted maximal effect; % of control where 0% means no effect; many of its hits are not listed in these tables
PKM2 activator: PKM2 (human) enzyme activation; Potency, µM (top dose mostly 57.5 µM), without a hit: top-dose activation, usual class: activators; purified PKM2, Kinase-Glo ATP luminescence, activation; response scale: 0% is enzyme alone, no compound; actives 0.34% (n = 260,000); further: potency means the concentration at half of the fitted maximal effect; on the % scale 0 is the no-effect control and ±100 the full control effect; nearly all actives have a fitted effect of over 55% in size
Target sequence (P14618 whole entry, looked up): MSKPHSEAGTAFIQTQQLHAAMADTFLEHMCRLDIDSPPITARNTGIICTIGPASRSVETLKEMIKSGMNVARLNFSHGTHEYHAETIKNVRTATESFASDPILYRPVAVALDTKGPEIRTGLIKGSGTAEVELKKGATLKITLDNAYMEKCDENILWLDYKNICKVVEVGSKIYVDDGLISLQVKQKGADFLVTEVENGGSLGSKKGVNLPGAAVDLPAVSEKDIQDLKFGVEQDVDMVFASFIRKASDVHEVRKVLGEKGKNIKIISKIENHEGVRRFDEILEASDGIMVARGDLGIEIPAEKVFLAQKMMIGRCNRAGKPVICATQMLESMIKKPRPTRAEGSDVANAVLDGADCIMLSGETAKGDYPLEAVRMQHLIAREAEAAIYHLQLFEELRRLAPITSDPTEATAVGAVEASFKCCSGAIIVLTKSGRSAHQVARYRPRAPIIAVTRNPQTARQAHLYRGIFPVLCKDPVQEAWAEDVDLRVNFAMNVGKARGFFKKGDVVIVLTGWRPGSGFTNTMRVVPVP
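Purified hPK-M2 (>95%) run at intermediate activity with 0.1 mM ADP and 0.5 mM PEP in 50 mM imidazole pH 7.2, KCl, MgCl2; 1 h room temperature. ATP formed read by Kinase-Glo luminescence; normalized to uninhibited and no-enzyme controls.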
Integrin act MD: activators of alpha7 integrin expression for muscular dystrophy | alpha7betagal myoblasts, beta-gal FDG fluorescence, 48 h | Potency, µM (highest dose often 38.3 µM), for inactives: top-dose activation, most hits filed as activators | actives 0.064% (n = 350,000) | AID 624291;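 further: potency means the concentration at half of the fitted maximal effect; 100% = response of the positive control SU9516; nearly all actives have a fitted effect of over 60% in size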
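Alpha7betagal+/- myoblasts (passage 13) were plated 16-24 hr, then exposed to compounds (1:260 dilution of DMSO stock) for 48 hours at 37C. After MPER lysis, β-galactosidase reporter activity was read as FDG fluorescence (ex 480/em 540) after 30 minutes.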
Tb PFK block: blocks T. brucei phosphofructokinase. actives 0.17% (n = 330,000). T. brucei PFK, ADP-Glo luminescence. O15648. Potency, µM (top dose mostly 57.5 µM), inactives show top-dose activity, negative = inhibition, usual class: inhibitors;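 further: potency means the concentration at half of the fitted maximal effect; 0% = uninhibited 1x PFK enzyme wells and -100% = no-enzyme wells; nearly all actives have a fitted effect of over 60% in size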
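ADP-Glo luminescence quantified ADP after 45 min at room temperature, with 1.25 nM T. brucei PFK, 0.1 mM ATP and 0.5 mM fructose-6-phosphate in pH 8.0 TEA buffer. qHTS titrations up to 57 µM; curves classified by quality.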
Chronic BCR inh: blocks chronic active B-cell receptor signaling; ABC-DLBCL IkBa-CBG/CBR reporter, luminescence ratio, 4 h; Potency, µM (highest dose often 46.1 µM), for inactives: at the top dose ratio change, negative = lower green/red ratio, actives largely listed as inhibitors; actives 0.05% (n = 340,000); AID 493014; active means well fitted inhibition curve with a large enough effect in the signal ratio, with a control signal flat, not every such curve was filed as active; inconclusive means small, poorly fitted or top-dose-only effect, or effect the other way, or a change in a side signal; the % refers to the signal ratio;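 further: potency means the concentration at half of the fitted maximal effect; plate controls were basal doxycycline-induced cells for no effect and cells given 10 µM MG132 for full effect; MG132 reads +100%, hits lower the ratio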
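Doxycycline induced both beetle luciferases in TMD8 lymphoma cells; IKK-driven degradation limits the IkappaBalpha-fused green signal, while red luminescence normalises for cell number and nonspecific effects. Compounds tested up to 46 uM, 4 hrs.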
Starred values were filed as active, the others as inactive; ? = inconclusive; . = not tested or not shown; & = joins results of further samples; [ ] = another dose, or the depositor's remark. Unless noted, the call rests on the fitted dose curve; in most records, active means well fitted curve in the direction sought with a large enough effect; inconclusive means small, poorly fitted or top-dose-only effect, or another doubt; inactive means no such curve, though single readings can be large; an effect the other way counts as inactive or inconclusive. This is a subset; rates above refer to the full screens.

#1 C[C@H]1c2cccc(O)c2C(O)=C2C(=O)[C@]3(O)C(O)=C(C(N)=O)C(=O)[C@@H](N(C)C)C3[C@@H](O)C21 (stereo partly specified)
#2 CC12CCC(=O)C=C1CCC1C2CCC2(C)C1CC[C@]2(O)C(=O)CO (stereo partly specified)
#3 C/C=C(/C)C(=O)O[C@@H]1c2cc(OC)c(OC)c(OC)c2-c2c(cc3c(c2OC)OCO3)C[C@H](C)[C@]1(C)O
#4 O=C(O)CNC(=O)c1ccccc1
#5 CC[C@]1(O)C[C@@H]2CN(CCc3c([nH]c4ccccc34)[C@@](C(=O)OC)(c3cc4c(cc3OC)N(C)[C@H]3[C@@](O)(C(=O)OC)[C@H](OC(C)=O)[C@]5(CC)C=CCN6CC[C@]43[C@@H]65)C2)C1
#6 CC(C)(CO)C(O)C(=O)NCCCO (stereo unspecified)
#7 COc1c(O)cc2c(c1O)[C@@H]1O[C@H](CO)[C@@H](O)[C@H](O)C1OC2=O (stereo partly specified)
#8 CCCCOc1ccc(CC(=O)NO)cc1
#9 CCOC(=O)NNc1nncc2ccccc12
#10 O=c1ccn([C@H]2C[C@H](O)[C@@H](CO)O2)c(=O)[nH]1

Compound	1	2	3	4	5	6	7	8	9	10
B2AR arrestin	0.2%	-0.7%	-0.5%	0.0%	0.8%	0.0%	0.0%	-0.8%	-0.2%	.
Coupling enz	.	.	2	1	-6	.	.	5&3&2	-2&1	-1
PTAP TSG101 blk	-8%	.	.	-2%	1%	-1%	-1%	-2%	2%	0%
GALK inhibitor	.	-8%	4%	.	-4%	.	.	-1%	.	.
Giardia kill	-16	-18	-12	-5	-5	2	7	-20	-13	15
ASM inhibitor	1%	6%	1%	3%	-4%	4%	4%	?	3%	0%
Menin-MLL TR inh	.	.	.	-8%	?	.	.	6%	13%	-2%[24.8 µM]
PKM2 activator	.	-6%	1%	.	6%	.	.	4%	.	.
Integrin act MD	.	-10%	30%	.	.	.	-4%	.	.	-3%
Tb PFK block	2%	3%	8%	0%	-3%	-2%	0%	1%	-7%	.
Chronic BCR inh	2%	?	1%	7%	?	1%	?	-29%	-13%	.

#11 COc1cc([C@H]2Oc3cc([C@H]4Oc5cc(O)cc(O)c5C(=O)[C@@H]4O)ccc3O[C@@H]2CO)ccc1O
#12 Nc1c2c(nc3ccccc13)CCCC2O (stereo unspecified)
#13 C/C=C(/C)C(=O)OC1c2c(ccc3ccc(=O)oc23)OC(C)(C)C1OC(=O)/C(C)=C\C (stereo unspecified)
#14 CCn1cc(C(=O)O)c(=O)c2cc(F)c(N3CCNCC3)nc21
#15 CN(C)CCOc1ccccc1Cc1ccccc1
#16 COc1ccc(/C=N/NC(=O)c2ccncc2)cc1OC
#17 CNc1c2c(nn1C)CCCC2
#18 C[C@@H]1C[C@H]2[C@@H]3C[C@H](F)C4=CC(=O)C=C[C@]4(C)[C@@]3(F)[C@@H](O)C[C@]2(C)[C@@]1(O)C(=O)COC(=O)C(C)(C)C
#19 Cc1cccc(C)c1NC(=O)C1CCCCN1C (stereo unspecified)
#20 COc1ccc2ccc(=O)oc2c1

Compound	11	12	13	14	15	16	17	18	19	20
B2AR arrestin	0.0%	.	-1.2%	.	-0.4%	0.3%	-0.5%&-0.2%	-0.4%	-1.2%	-2.3%
Coupling enz	-1	4	0	0&0	2	.	0&2	0	5&1	0&0
PTAP TSG101 blk	2%	-4%	-4%	-5%	0%	.	-5%&0%	1%	-1%	0%
GALK inhibitor	.	.	2%	.	-3%	4%	1%&-1%	-3%	6%	.
Giardia kill	-4	1	-8	-12	-3	21	-2&7	10	-2	-26
ASM inhibitor	-21%	3%	-5%	-3%	-5%	5%	2%&4%	2%	-5%	-1%
Menin-MLL TR inh	11%&11%	-3%&2%&-2%	?	-2%	-18%&-7%	-18%	?	-2%	3%&3%	-5%&-14%
PKM2 activator	1%	.	0%	.	7%	-5%	-3%	4%	-1%	1%
Integrin act MD	.	.	-31%[inhibitor]	.	.	-1%	0%	.	.	-8%
Tb PFK block	0%	.	-11%	.	-8%	-4%	2%&4%	-5%	6%	-12%
Chronic BCR inh	?	.	14%	.	-13%	-1%	0%&-5%	?	?	3%

#21 CCCCCCc1ccc(O)cc1O
#22 CCCCC1C(=O)N(c2ccccc2)N(c2ccccc2)C1=O
#23 O=c1cc(-c2ccc(O)cc2)oc2cc(O[C@@H]3O[C@H](CO)[C@@H](O)[C@H](O)[C@H]3O[C@@H]3OC[C@](O)(CO)[C@H]3O)cc(O)c12
#24 COc1ccc2nc(NC(=O)Nc3ccccc3)sc2c1
#25 CCCOC(=O)c1ccc(O)cc1
#26 CC(=O)Nc1ccccc1
#27 Cn1c(=O)c2c(ncn2CCO)n(C)c1=O
#28 C=C1c2cccc(O)c2C(O)=C2C(=O)[C@]3(O)C(O)=C(C(N)=O)C(=O)[C@@H](N(C)C)[C@@H]3[C@@H](O)[C@H]12
#29 COc1ccc(/C=C/C(=O)O)cc1
#30 Cc1[nH]c2ccccc2c1/C=N/NC(N)=S

Compound	21	22	23	24	25	26	27	28	29	30
B2AR arrestin	-0.2%	0.0%	-2.0%	-0.6%	-0.3%	-1.0%	0.6%	-1.2%	-1.5%	-0.4%
Coupling enz	0	-4&-6	-3	4	.	5	2&2&-2	-2	4&2	-1
PTAP TSG101 blk	.	-2%	0%	-1%	-2%	-1%	-1%	1%	0%	-3%
GALK inhibitor	.	-2%	.	-1%	.	.	-1%	3%	.	1%
Giardia kill	.	-3	-1	6	-6	-6	-1	-15	7	18
ASM inhibitor	.	4%	-2%	-4%	0%	3%	-1%	4%	0%	-1%
Menin-MLL TR inh	2%&43%	2%&-4%&7%&1%&10%	?	?	-1%	5%&-1%	-3%	?	-26%&-3%	.
PKM2 activator	.	0%	-17%	-2%	.	.	6%	2%	.	0%
Integrin act MD	.	.	11%	.	-15%	.	.	1%	13%	26%
Tb PFK block	-10%	-4%	-1%	-3%	-5%	2%	-3%	-19%	12%	1%
Chronic BCR inh	?	?	-1%	?	?	3%	?	8%	3%	0%

Retrieved by structure from the list above (5):
#21 CCCCCCc1ccc(O)cc1O
#27 Cn1c(=O)c2c(ncn2CCO)n(C)c1=O
#24 COc1ccc2nc(NC(=O)Nc3ccccc3)sc2c1
#28 C=C1c2cccc(O)c2C(O)=C2C(=O)[C@]3(O)C(O)=C(C(N)=O)C(=O)[C@@H](N(C)C)[C@@H]3[C@@H](O)[C@H]12
#29 COc1ccc(/C=C/C(=O)O)cc1

Compound	21	27	24	28	29
B2AR arrestin	-0.2%	0.6%	-0.6%	-1.2%	-1.5%
Coupling enz	0	2&2&-2	4	-2	4&2
PTAP TSG101 blk	.	-1%	-1%	1%	0%
GALK inhibitor	.	-1%	-1%	3%	.
Giardia kill	.	-1	6	-15	7
ASM inhibitor	.	-1%	-4%	4%	0%
Menin-MLL TR inh	2%&43%	-3%	?	?	-26%&-3%
PKM2 activator	.	6%	-2%	2%	.
Integrin act MD	.	.	.	1%	13%
Tb PFK block	-10%	-3%	-3%	-19%	12%
Chronic BCR inh	?	?	?	8%	3%

Other structures
#31 COC(c1ccccc1)(c1ccccc1)C(Oc1nc(C)cc(C)n1)C(=O)O (stereo unspecified)
#32 O=C(Nc1ccc(C(=O)O)c(O)c1)c1ccccc1
#33 Cc1cccc2c1NC(=O)/C2=C\C(=O)c1cccs1
#34 NC(N)=NC(=O)Cc1c(Cl)cccc1Cl

Compound	31	32	33	34
B2AR arrestin	-0.5%	-0.2%	0.1%	-0.4%
Coupling enz	1	4	-3	-11&-2&1
PTAP TSG101 blk	0%	-3%	-3%	3%
GALK inhibitor	5%	8%	-5%	1%
Giardia kill	2	-4	4	-9
ASM inhibitor	2%	3%	-1%	0%
Menin-MLL TR inh	-11%&-8%	-8%&-9%	9%	-3%
PKM2 activator	3%	-39%	2%	-1%
Integrin act MD	1%	-6%	-49%[inhibitor]	.
Tb PFK block	1%	2%	-6%	0%
Chronic BCR inh	1%	-25%	?	4%
